# FBW7 act – activators of human E3 ligase FBW7; normalized activity (activation), % at 26.1 µM; Q969H0; 0.13% of 650,000 active; AlphaScreen FBW7–phospho-cyclin E peptide binding, activator screen; in the data active = normalized activity above about 1.9%;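 also: purified mutant Fbw7 with reduced substrate affinity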
# GPR151 activ – activates the human receptor GPR151. Q8TDV0. PathHunter beta-arrestin GPR151 cells, luminescence. activation, % at 11.2 µM. 1% of 650,000 active. AID 1508602; in the data active = activation above about 4.9%;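 also: 0% = median of compound wells and 100% = cells with positive control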
# Target sequence (Q8TDV0 whole entry, looked up): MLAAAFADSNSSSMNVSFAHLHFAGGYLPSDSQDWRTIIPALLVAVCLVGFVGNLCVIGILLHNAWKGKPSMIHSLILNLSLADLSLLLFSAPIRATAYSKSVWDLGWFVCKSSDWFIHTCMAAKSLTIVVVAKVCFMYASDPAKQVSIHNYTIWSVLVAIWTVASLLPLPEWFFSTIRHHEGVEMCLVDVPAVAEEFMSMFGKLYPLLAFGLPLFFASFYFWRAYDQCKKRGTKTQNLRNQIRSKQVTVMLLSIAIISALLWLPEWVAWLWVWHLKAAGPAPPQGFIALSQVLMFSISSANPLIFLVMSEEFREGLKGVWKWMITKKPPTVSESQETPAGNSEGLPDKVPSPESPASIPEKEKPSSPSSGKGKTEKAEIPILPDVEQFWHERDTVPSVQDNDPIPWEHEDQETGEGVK
# MITF inh – inhibitors of human MITF; inhibition, % at 2.6 µM; AlphaScreen MITF homodimerization, bead proximity signal; 0.91% of 650,000 active; AID 1259374; O75030; in the data active = inhibition above about 50%;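 also: 0% = vehicle wells with protein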
# Target sequence (O75030 whole entry, looked up): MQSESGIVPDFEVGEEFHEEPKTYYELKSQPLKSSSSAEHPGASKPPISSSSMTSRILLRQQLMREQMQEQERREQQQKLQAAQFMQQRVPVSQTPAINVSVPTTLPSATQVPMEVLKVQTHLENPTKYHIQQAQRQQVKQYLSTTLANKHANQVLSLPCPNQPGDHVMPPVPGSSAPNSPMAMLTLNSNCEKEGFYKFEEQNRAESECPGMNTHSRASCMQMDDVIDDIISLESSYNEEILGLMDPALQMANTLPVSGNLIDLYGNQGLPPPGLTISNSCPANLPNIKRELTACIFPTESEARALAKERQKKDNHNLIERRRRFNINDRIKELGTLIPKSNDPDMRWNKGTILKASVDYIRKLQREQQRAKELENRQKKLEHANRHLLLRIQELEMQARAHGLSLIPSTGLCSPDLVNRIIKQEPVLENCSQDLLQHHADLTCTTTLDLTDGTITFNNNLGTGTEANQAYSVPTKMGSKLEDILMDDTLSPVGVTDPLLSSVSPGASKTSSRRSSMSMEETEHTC
# TEAD-YAP block – TEAD-YAP interaction inhibition; HEK-TIYL cells, TEAD-Gal4/YAP UAS-luciferase luminescence; inhibition, % at 9.12 µM; 1.4% of 640,000 active; AID 1259422; in the data active = inhibition above about 32%;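 also: 0% = median of test compound wells and 100% = reference inhibitor wells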
# * hit, by the source's call; . = not tested or not shown. This is a random part of the collection (roughly 3.5% active in at least one column).
cpd	Structure	FBW7 act	TEAD-YAP block	MITF inh	GPR151 activ
1	CCOC1=C/C(=C/c2c(N)n3nc(-c4ccc(C)cc4)sc3nc2=O)C=CC1=O	-0.1	-34.3	0.2	-0.1
2	COCCCC1CCN(C(=O)CC2C(=O)NCCN2C/C=C/c2ccccc2)CC1 (stereo not given)	-0.1	3.1	-5.9	-0.2
3	Oc1ccc(Nc2nc3nonc3nc2Nc2ccccc2)cc1	0.2	-8.3	20.4	-2.2
4	Cc1c(C(=O)N/N=C/c2c(O)ccc3ccccc23)nnn1-c1nonc1N	0.0	8.0	9.7	2.2
5	O=C(OCc1ccc(Br)cc1)c1cccnc1Cl	0.1	10.7	-15.7	-0.3
6	N#Cc1c(N2CCCCCC2)nc(N)c2c(N)nc3c(c12)CC(=O)N3c1ccc(F)cc1	-0.3	8.2	-2.7	-0.5
7	N#CCCn1cc(C(=O)Nc2cccc(C(=O)O)c2)c(-c2ccc(Br)cc2)n1	0.1	8.3	11.0	2.3
8	O=C1NC(=O)N(c2ccccc2)C(=O)/C1=C/c1ccc(O)c(O)c1	-0.2	-4.3	-3.6	-0.8
9	CCCCCOc1ccc(/C=C/C(=O)Nc2sc3c(c2C(=O)OCC)CCC3)cc1OC	1.0	-8.0	9.2	0.5
10	Cc1ccc2c(c1)/C(=C/c1nc3ccccc3c(=O)n1-c1ccccc1[N+](=O)[O-])C(=O)N2	0.1	-0.7	20.4	0.1
11	CCCCn1c(CNc2ccc(C)cc2)nc2c1c(=O)n(C)c(=O)n2C	0.0	15.4	16.5	-0.5
12	COc1ccc(C2Nc3ccccc3C(=O)N2c2ccc(Cl)cc2)cc1COc1ccc(NC(C)=O)cc1 (stereo not given)	-0.1	-69.1	-1.7	-1.9

# Among those listed so far, these contain bromine:
cpd	Structure	FBW7 act	TEAD-YAP block	MITF inh	GPR151 activ
5	O=C(OCc1ccc(Br)cc1)c1cccnc1Cl	0.1	10.7	-15.7	-0.3
7	N#CCCn1cc(C(=O)Nc2cccc(C(=O)O)c2)c(-c2ccc(Br)cc2)n1	0.1	8.3	11.0	2.3

# Other structures:
cpd	Structure	FBW7 act	TEAD-YAP block	MITF inh	GPR151 activ
13	O=C(NCc1ccccn1)/C(=C/c1ccccc1Cl)c1ccccc1	-0.2	-6.8	9.3	-0.9
14	CS(=O)(=O)N(CC(=O)NC1CC2CCC1C2)c1ccc(F)c(Cl)c1 (stereo not given)	0.1	1.3	9.6	7.8*
15	CCN(CC)S(=O)(=O)N1CCC(C(=O)N2CCN(C)CC2)CC1	-0.1	7.3	-4.0	0.1
16	O=C(CSc1ccc2nnc(-c3cccs3)n2n1)N1CCCCC1	-0.1	5.4	2.1	0.3
17	O=C(CCCn1cccc1)Nc1ccc2c(c1)OCO2	-0.3	-43.0	5.1	-0.5
18	Cn1ncc2c(NCCc3ccc(Cl)cc3Cl)ncnc21	0.1	28.1	1.3	5.0*
19	O=c1c2cc(I)ccc2[nH]c(=S)n1Cc1ccc2c(c1)OCO2	-0.1	-3.5	4.9	-0.3
20	OC(COc1ccccc1F)CN1CCN(Cc2ccc3c(c2)OCO3)CC1 (stereo not given)	-0.1	12.4	7.1	1.6
21	CCOc1ccc(NC(=O)CCC(=O)Nc2ccc(OCC)cc2)cc1	-0.1	3.6	-7.6	1.7
22	CCCCOc1ccc(C(=O)Nc2nc3c(ccc4ccccc43)s2)cc1	0.0	-0.8	3.6	0.2
23	Cc1ccccc1-c1nc(CS(=O)(=O)CC(=O)NC(C)c2ccccc2)c(C)o1 (stereo not given)	-0.1	13.0	18.1	0.0
24	Cc1cc(I)ccc1NCC(=O)N/N=C/c1ccco1	1.0	5.4	15.0	-0.9
25	CCOc1ccc(/C=N\NC(=O)COc2cccc(C)c2C)c(O)c1	-0.9	-2.7	-44.8	-0.3
26	O=C(NC1CCC1)c1cnc2sccn2c1=O	-0.1	-25.9	8.0	-0.5
27	CCOC(=O)c1sc2nc(SCc3cccc(Br)c3)n(CC3CCCO3)c(=O)c2c1C (stereo not given)	0.6	11.9	3.4	0.9
28	O=C(CSc1nccc(=O)[nH]1)NC(c1ccccc1)c1ccccc1	0.0	-6.0	13.4	0.4
29	CC1=CC(C)C2(COC(CCc3ccccc3)OC2)C(C)C1 (stereo not given)	0.0	6.5	9.4	1.7
30	O=C1NC2(CCN(CC3=Cc4ccccc4OC3)CC2)Oc2ccccc21	0.0	-1.9	12.8	0.4
31	COc1cccc(-c2cnn3c(N4CCCCC4CCO)ccnc23)c1 (stereo not given)	0.2	14.1	-4.2	0.6
32	O=C(c1nn2c(C(F)(F)F)cc(-c3ccco3)nc2c1Cl)N1CCCCC1	-0.1	0.8	-3.7	-1.3
33	C=CCc1cccc(C2N(C)c3ccccc3N2C)c1O	0.0	5.8	-3.2	0.6
34	O=C1NC2=C(C(=O)CCC2)C(c2ccccc2F)N1 (stereo not given)	0.0	11.9	-1.6	4.6
35	COC(=O)c1ccccc1NS(=O)(=O)c1cc(S(=O)(=O)Nc2ccccc2C(=O)OC)c2cccc3c2c1NC3=O	0.0	0.9	13.0	1.8
36	O=C(CCc1csc(NC(=O)c2ccccc2)n1)NCCc1ccccc1	-0.1	-24.2	4.0	0.9

# The final 5 entries of the section above come first, to join the parts.
cpd	Structure	FBW7 act	TEAD-YAP block	MITF inh	GPR151 activ
32	O=C(c1nn2c(C(F)(F)F)cc(-c3ccco3)nc2c1Cl)N1CCCCC1	-0.1	0.8	-3.7	-1.3
33	C=CCc1cccc(C2N(C)c3ccccc3N2C)c1O	0.0	5.8	-3.2	0.6
34	O=C1NC2=C(C(=O)CCC2)C(c2ccccc2F)N1 (stereo not given)	0.0	11.9	-1.6	4.6
35	COC(=O)c1ccccc1NS(=O)(=O)c1cc(S(=O)(=O)Nc2ccccc2C(=O)OC)c2cccc3c2c1NC3=O	0.0	0.9	13.0	1.8
36	O=C(CCc1csc(NC(=O)c2ccccc2)n1)NCCc1ccccc1	-0.1	-24.2	4.0	0.9
37	CCc1nc2sc3c(c2c2nnc(SCC(=O)N4CCOCC4)n12)CCC(C)C3 (stereo not given)	0.1	6.2	-7.6	-1.2
38	CCOc1ccc(-n2cc(-c3ccccc3)c3c(SCc4ccccc4C)ncnc32)cc1	-0.1	3.1	-5.3	0.5
39	Cc1ccc(C(=O)Sc2nnnn2-c2ccccc2)cc1	-0.1	2.3	10.6	-0.9
40	O=C(NCc1ccccc1)NC(=O)c1ccccc1I	0.0	-2.1	18.2	0.7
41	COCCN=c1scc(-c2ccc3c(c2)NC(=O)CO3)n1/N=C(\C)c1ccc(O)cc1	-0.1	7.7	7.0	-2.1
42	Cc1cc(NC(=O)c2ccc([N+](=O)[O-])cc2)ccc1NC(=O)c1cccs1	-0.1	-5.2	5.0	-0.6
43	CC(=O)Nc1ccc(Nc2cc(C)nc3ccc(C)cc23)cc1	-0.1	1.2	5.6	-0.2
44	COc1ccc(OC)c(NC(=O)CNC(=O)Cn2cnc3ccccc3c2=O)c1	0.0	-3.2	11.8	0.2
45	CCOc1ccc(-n2nc(C(=O)NCCN3CCCC3)c3ccccc3c2=O)cc1	0.4	-1.9	15.3	0.4
46	Cc1ccc(C(=O)NC2CCCC2)c(Cl)c1	0.0	-11.3	1.1	-1.5
47	CCOC(=O)CSc1nc2sc3c(c2c(=O)n1Cc1ccccc1)CCN(C)C3	-0.2	-5.2	-12.1	-0.3
48	CC1=CC=CC2=NC(=O)CC(C)(C(=O)N(CC(=O)NC(C)C)C3CCCCC3)N12 (stereo not given)	-0.1	-1.7	0.8	0.8
49	O=C1CSC(=S)N1/N=C/c1ccc(Br)cc1	-0.3	3.3	-13.0	0.8
50	S=C(NC1CCCCC1)N(Cc1ccccc1)CC1CC=CCC1 (stereo not given)	0.3	9.1	8.1	0.5
51	CNC(=O)c1ccc(-c2ccsc2)nc1N1CCOCC1	0.2	-0.9	-2.7	0.0
52	COc1ccc2oc(=O)c(C(=O)Nc3ccc(C)c(C)c3)cc2c1	-0.1	6.6	-2.9	1.3
53	C=CCN(c1ccccc1OC)S(=O)(=O)c1cc(C(=O)OC)ccc1Cl	0.1	2.6	-1.6	0.8
54	NC(N)=Nc1nc2cc(Cl)ccc2o1	0.5	-34.5	-14.9	-0.3
55	COc1ccc(NC(=O)c2cc3n(n2)C(C(F)(F)F)CC(c2ccc(OC)c(OC)c2)N3)cc1OC (stereo not given)	0.1	3.5	63.8*	0.4
56	CC(=O)Nc1nnc(-c2c(C)c(C)cc(C)c2C)s1	0.1	-4.2	7.6	0.8
57	O=C(C1CCCN1S(=O)(=O)c1cccs1)N(Cc1ccccn1)c1nc2ccccc2s1 (stereo not given)	0.1	25.1	6.2	-1.7
58	O=C(CC(C(=O)N1CCc2ccccc21)n1ccnc1)NC1CCCC1 (stereo not given)	0.1	1.7	10.1	1.2
59	COc1ccc(C(CC(=O)O)NC(=O)c2ccccc2Br)cc1 (stereo not given)	0.0	5.9	-15.5	-1.3
60	CCCCNCCCCOc1ccccc1OC	0.3	6.8	14.1	0.0
61	COC(=O)CCCC1=CC2=CC(=O)C(C)(OC(=O)CCc3ccccc3)C(=O)C2=CO1 (stereo not given)	0.3	.	8.3	-1.3
62	CCOC(=O)c1ccc(-c2c(O)c3cc(CC)c(OC)cc3oc2=O)o1	0.1	2.4	17.9	-1.2
63	CCCc1noc(CN2CCC(N3CCC(C(=O)OCC)CC3)CC2)n1	0.3	6.3	-11.0	2.1
64	N#C/C(=C\c1ccccc1C(F)(F)F)c1nc2ccccc2[nH]1	0.2	-2.3	5.8	0.8
65	CCOc1cc([C@@H]2C[C@H]3CN(c4ccccc4)C(=O)[C@]34CCCN24)ccc1OC	-0.1	-19.3	-2.7	0.3
66	CN(Cc1csc(-c2cccs2)n1)Cc1c(C(=O)N(C)C)nc2ccc(Cl)cn12	-0.2	-3.1	2.9	-1.5
67	CCCCCCOc1ccc(-c2ccc(-c3noc(-c4ccc(Br)cc4)n3)cc2)cc1	0.0	1.5	2.1	-0.2
68	Cc1cc(=O)[nH]c(N/N=C/c2cc(C)n(-c3ccc(I)cc3)c2C)n1	-0.3	-3.1	6.4	-0.9
69	CC(C)(C)c1cc(N2C(=O)C(=O)/C(=C(/O)c3ccccc3)C2c2ccc(Cl)cc2)no1 (stereo not given)	0.1	1.5	8.5	-1.3
70	Cc1cc(Cl)ccc1C(=O)C1CCCN(C(=O)c2ccc[n+]([O-])c2)C1 (stereo not given)	0.2	7.5	-8.4	0.7
71	COc1ccc(C(=O)Nc2ccnn2C2CCN(C(=O)c3ccnn3C)CC2)cc1	0.1	-14.4	5.7	-0.5
72	CCCCn1c(SCC(=O)Nc2ccc(C)cc2)nnc1-c1ccncc1	0.2	-2.5	3.3	1.2
73	CN(C)CCNC(=O)C(=O)NCC(c1cccnc1)N1CCN(c2ccc(F)cc2)CC1 (stereo not given)	-0.1	-18.5	-3.8	0.2
74	CCC1(CCC(=O)NCCc2ccccc2OC)CCC(=O)N1 (stereo not given)	0.0	13.8	7.0	-0.5
75	Cn1nc([N+](=O)[O-])nc1N/N=C/c1c(O)ccc2ccccc12	0.5	12.1	11.5	0.1
76	CS(=O)(=O)N/N=C/c1cccc([N+](=O)[O-])c1	-0.2	-4.0	1.4	-2.2
77	CCOC(=O)C1(Cc2cccc(OC)c2)CCCN(Cc2cnn(C)c2)C1 (stereo not given)	-0.1	-6.2	0.5	-0.6
78	COc1ccc2c(c1)C=C([C@@H]1C[C@H]3CN(Cc4cccnc4)C(=O)[C@]34CCCN14)CO2	-0.1	-16.4	10.7	0.3
79	OC(CN1CCN(Cc2ccccc2)CC1)Cn1c2c(c3ccccc31)CCCC2 (stereo not given)	-0.4	5.5	8.1	1.1
80	O=C(CCN1C(=O)c2cccc([N+](=O)[O-])c2C1=O)Nc1ccccc1C(F)(F)F	-0.1	6.6	-0.3	0.3
81	CCOC(=O)N1CCc2c(sc(NCc3ccccn3)c2C(=O)Nc2cc(Cl)ccc2OC)C1	0.0	-1.0	-4.6	0.5
82	CCCCCCOc1ccccc1/C=C1\N=C(c2ccccc2)OC1=O	0.2	-10.5	-9.5	-0.8
83	O=C(CCN1C(=O)/C(=C/c2ccccc2)SC1=S)N1CCOCC1	0.0	2.5	6.1	0.4
84	COc1ccc(-c2nc(NCCOc3ccccc3)c3ncn(C4CCCCC4)c3n2)cn1	0.0	-6.8	0.5	-0.1
85	CS(=O)(=O)N1CCN(CCN2C(=O)c3cccc4cccc(c34)C2=O)CC1	-0.2	4.1	-0.1	1.1
86	Cc1c(NC(=O)CSc2nnnn2-c2ccc(O)cc2)c(=O)n(-c2ccccc2)n1C	0.0	12.0	17.9	0.3
87	C=CCn1c2ccccc2c2nnc(SCC(=O)c3ccccc3)nc21	-0.2	-0.2	-9.2	1.5
88	Cc1ccc(OCCNC(=O)c2ccccc2SCc2ccccc2)cc1C	0.7	-7.7	1.5	0.7
89	CC(=O)[C@@]1(O)CCC2C3C=C(Cl)C4=CC(=O)[C@@H]5CC5[C@]4(C)C3CC[C@@]21C (stereo not given in full)	-0.1	4.5	1.5	0.1
90	COc1ccc(-c2noc(N3CCN(c4cc(C)ccc4C)CC3)n2)cc1	-0.2	-18.1	-16.2	1.5
91	CS(=O)(=O)N(CC(=O)Nc1c(F)cccc1F)C1CCCCC1	-0.1	-2.3	3.0	0.2
92	O=C(Cc1cn2ccsc2n1)NNC(=S)Nc1cccc2ccccc12	-0.1	11.5	16.9	0.3
93	CCOC(=O)c1ccc(CN(Cc2ccc(C)cc2)S(=O)(=O)c2cc(Cl)cc(Cl)c2)cc1	0.0	7.8	16.4	0.2
